MBNL1 CUG block: qHTS Assay for Inhibitors of MBNL1-poly(CUG) RNA binding | TR-FRET MBNL1-His/biotin-(CUG)12 binding, 665/545 ratio | Potency, µM (highest dose often 57.5 µM), for inactives: at the highest dose activity change, negative = inhibition, most hits filed as inhibitors | 280,000 compounds, 0.036% hits; active = well fitted inhibition curve with a large enough effect in the signal ratio, with a control signal flat, not every such curve was filed as active; inconclusive = small, poorly fitted or top-dose-only effect, or effect the other way, or a change in a side signal; inactive = no such curve, though single readings can be large or run the other way; the % refers to the signal ratio; note: % is set by controls: 0 for no effect and ±100 for the full control effect
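MBNL1-His + Biotin-(CUG)12, cpd titration 92 nM–58 uM; Tb anti-His Ab 0.055 ng/ul, SA-XL665 5 nM (final); 60 min RT; ratiometric 665/545 nm, Ex 340 nm; normalized to buffer and full-complex controls.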
ELG1 genotoxic: qHTS screen for small molecules that induce genotoxicity in human embryonic kidney (HEK293T) cells expressing luciferase-tagged ELG1; HEK293T ELG1-luciferase reporter, luminescence, 16 h; Potency, µM (top dose mostly 46 µM), for the others: at the highest dose activity change, positive = activation, most hits filed as activators; 330,000 compounds, 1.3% hits; AID 504466, 2011; note: % of control where 0% means no effect; nearly all actives have a fitted effect of over 60% in size
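HEK293T cells expressing luciferase-tagged ELG1 were treated with compound or DMSO for 16 hr at 37°C. Luciferase activity was then read after 30 min with ONE-Glo at room temperature; rising signal flags genetic stress.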
Gal4-VP16 FLuc: VP16 counterscreen qHTS for inhibitors of ROR gamma transcriptional activity. Drosophila S2 Gal4-VP16 UAS-luciferase, luminescence, 20 h. Potency, µM (highest dose often 53.6 µM), inactives show top-dose activity, negative = inhibition, hits mostly inhibitors. 310,000 compounds, 3.5% hits. AID 2546, 2010;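 note: Gal4-VP16 expression switched on by copper sulfate through the metallothionein promoter; % is set by controls: 0 for no effect and ±100 for the full control effect; nearly all actives have a fitted effect of over 50% in size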
FLuc modulator: qHTS profiling assay for firefly luciferase inhibitor/activator using purifed enzyme and Km concentrations of substrates (counterscreen for miR-21 project); 360,000 compounds, 6.9% hits; Luciferin 4-monooxygenase (Photinus pyralis), P08659; purified FLuc, Km substrates, luminescence inhibition; Potency, µM (highest dose often 57.5 µM), without a hit: at the top dose activity change, negative = inhibition, actives largely listed as inhibitors;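 note: plate controls were vehicle for no effect and reference inhibitor for full effect; nearly all actives have a fitted effect of over 55% in size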
Target sequence (P08659 whole entry, looked up): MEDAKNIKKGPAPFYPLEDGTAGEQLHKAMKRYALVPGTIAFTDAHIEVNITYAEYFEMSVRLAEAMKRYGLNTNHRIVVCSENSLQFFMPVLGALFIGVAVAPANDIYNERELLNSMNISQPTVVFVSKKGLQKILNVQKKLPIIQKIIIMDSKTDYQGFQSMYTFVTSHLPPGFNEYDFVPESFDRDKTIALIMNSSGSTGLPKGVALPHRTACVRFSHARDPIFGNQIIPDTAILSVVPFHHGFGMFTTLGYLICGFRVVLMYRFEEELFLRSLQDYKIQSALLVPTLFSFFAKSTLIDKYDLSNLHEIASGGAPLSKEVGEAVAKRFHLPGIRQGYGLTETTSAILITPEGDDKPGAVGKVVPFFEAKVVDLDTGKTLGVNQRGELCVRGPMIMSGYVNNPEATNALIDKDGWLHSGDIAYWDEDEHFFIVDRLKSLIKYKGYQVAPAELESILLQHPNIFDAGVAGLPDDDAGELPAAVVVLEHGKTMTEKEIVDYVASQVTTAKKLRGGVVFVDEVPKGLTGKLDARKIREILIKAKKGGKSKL
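Purified P. pyralis luciferase, 10 nM final, with Km-level 10 uM D-luciferin and 10 uM ATP in 50 mM Tris acetate pH 7.5, 10 mM Mg acetate, 0.01% Tween-20, 0.05% BSA; 6-point qHTS titration about 60 µM downward; luminescence read.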
p53 reactivator: qHTS assay for re-activators of p53 using a Luc reporter | H1299 p53-A138V BP100-luciferase reporter, luminescence, 24 h | AID 504706, 2011 | 320,000 compounds, 0.063% hits | Potency, µM (top dose mostly 92.2 µM), for the others: at the highest dose activity change, positive = activation, hits mostly activators; note: % of control where 0% means no effect; nearly all actives have a fitted effect of over 45% in size
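p53-null H1299 cells stably carrying temperature-sensitive p53-A138V and a BP100-luciferase reporter were pinned with compounds (4-point, 1:5 series) and held 24 hrs at 37 deg C. Luminescence was read 10 min after detection reagent.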
NPC1 promoter act: qHTS Assay for NPC1 Promoter Activators; 320,000 compounds, 2.4% hits; AID 485313, 2010; Huh7 NPC1 promoter luciferase reporter, 24 h; Potency, µM (highest dose often 9.22 µM), without a hit: at the highest dose activation, usual class: activators;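 note: % of control where 0% means no effect; nearly all actives have a fitted effect of over 60% in size; reporter is driven by a mutant NPC1 promoter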
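Cells: Huh7 expressing luciferase under the NPC1 promoter, 1500/well. Seeded 2 h, compound added, incubated 24 h at 37 °C. Luciferase reagent, 10 min ambient, then luminescence.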
uPA generation: qHTS for Inhibitors of Cell Surface uPA Generation; cell surface uPA generation assay, qHTS; Potency, µM (titrated, usually from 38.3 µM), without a hit: at the highest dose activity change, negative = inhibition, usual class: inhibitors; 330,000 compounds, 0.31% hits; AID 540303, 2011; active = well fitted inhibition curve with a large enough effect; inconclusive = small, poorly fitted or top-dose-only effect; inactive = no such curve, though single readings can be large or run the other way; tested in mouse RAW 264.7 cells; note: % is set by controls: 0 for no effect and ±100 for the full control effect; nearly all actives have a fitted effect of over 55% in size
BRCA1 expr up: qHTS Assay to Identify Small Molecule Activators of BRCA1 Expression | MCF7-BRCA1-FFLuc reporter, luminescence, 48 h; response scale: scaled: vehicle 0%, 10 µM genistein 100% | Potency, µM (doses to about 46.1 µM), without a hit: at the highest dose activation, hits mostly activators | 380,000 compounds, 1.1% hits; note: nearly all actives have a fitted effect of over 80% in size; some results filed as inactive show a strong effect at the top dose
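Cells: MCF7-BRCA1-FFLuc, 2000/well. Exposure: 48 h, 37 °C, 5% CO2. Read: luminescence, 15 min post-substrate. Controls: genistein 10 microM (maximal activation), DMSO (neutral).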
Rab9 prom act: qHTS Assay for Rab9 Promoter Activators; AID 485297, 2010; Potency, µM (titrated, usually from 9.22 µM), for the others: at the highest dose activation, negative = inhibition, hits mostly activators; 320,000 compounds, 2.8% hits; Huh7 Rab9 promoter-luciferase reporter, luminescence, 24 h; note: % of control where 0% means no effect; nearly all actives have a fitted effect of over 60% in size
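Rab9 promoter-driven luciferase in stably transfected Huh7 cells; 1500 cells/well rested 2 h, exposed to compound in DMSO for 24 h at 37 °C, 5% CO2. Luminescence read 10 min after adding luciferase reagent at ambient temperature.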
RORg inh: qHTS for inhibitors of ROR gamma transcriptional activity; Drosophila S2 Gal4-RORgamma UAS-luciferase reporter, 20 h; Nuclear receptor ROR-gamma (Mus musculus), P51450; Potency, µM (series often up to 53.6 µM), without a hit: at the highest dose activity change, negative = inhibition, usual class: inhibitors; 310,000 compounds, 5.4% hits; note: % is set by controls: 0 for no effect and ±100 for the full control effect; nearly all actives have a fitted effect of over 60% in size
Target sequence (P51450 whole entry, looked up, the tested form may be a part): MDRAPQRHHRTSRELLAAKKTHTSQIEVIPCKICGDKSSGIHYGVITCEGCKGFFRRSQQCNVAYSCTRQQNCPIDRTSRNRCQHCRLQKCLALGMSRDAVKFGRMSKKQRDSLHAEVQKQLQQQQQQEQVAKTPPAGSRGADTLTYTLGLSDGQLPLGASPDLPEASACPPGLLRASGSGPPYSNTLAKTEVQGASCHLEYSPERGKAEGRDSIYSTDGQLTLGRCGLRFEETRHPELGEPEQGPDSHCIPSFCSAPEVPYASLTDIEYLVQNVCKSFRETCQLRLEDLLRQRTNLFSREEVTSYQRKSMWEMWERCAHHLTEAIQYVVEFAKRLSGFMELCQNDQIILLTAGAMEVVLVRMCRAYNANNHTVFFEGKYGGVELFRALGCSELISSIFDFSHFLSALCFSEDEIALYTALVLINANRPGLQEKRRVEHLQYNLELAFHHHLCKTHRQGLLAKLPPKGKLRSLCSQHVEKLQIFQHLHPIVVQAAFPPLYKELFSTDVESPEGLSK
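Using a luciferase readout, inhibitors were identified by reduced reporter activity in Drosophila cells coexpressing a copper-inducible Gal4–ROR gamma fusion and UAS-driven Photinus luciferase, incubated 20 hr after 700 uM copper sulfate.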
* = called active by the depositor; ? = inconclusive; · = no result given; [ ] = remark or other dose. Unless noted, calls come from the whole dose curve; as a rule, active = well fitted curve in the direction sought with a large enough effect; inconclusive = small, poorly fitted or top-dose-only effect, or another doubt; inactive = no such curve, though single readings can be large; an effect the other way counts as inactive or inconclusive. Potency is the fitted concentration of half-maximal effect.

SMILES	MBNL1 CUG block	ELG1 genotoxic	Gal4-VP16 FLuc	FLuc modulator	p53 reactivator	NPC1 promoter act	uPA generation	BRCA1 expr up	Rab9 prom act	RORg inh
CC1=NN(c2ccc(Br)cc2)C(=O)/C1=C/c1cccs1	2%	-3%	-1%	7.6µM*	17%	25%	4%	-25%	28%	6%
CC(C)CCN1C(=O)c2ccc(C(=O)NCc3ccco3)cc2C1=O	?	1%	11%	-2%	7%	-2%	8%	7%	-3%	?
CN1CCN(CC(=O)Nc2ccc([N+](=O)[O-])cc2Br)CC1	?	-1%	0%	-1%	8%	-3%	12%	1%	-3%	16%
COC(=O)[C@@H](NC(=O)N1CCN(c2cccc(C(F)(F)F)c2)CC1)C(C)C	?	-8%	1%	0%	-9%	-8%	3%	-24%	-5%	?
CSc1ncc(Cl)c(C(=O)Nc2nnc(SC)s2)n1	-3%	2%	1%	-2%	19%	0%	4%	-31%	-5%	0%
Cc1ccc(OC(C)C(=O)Nc2ccc(S(=O)(=O)Nc3cc(C)on3)cc2)cc1 (stereo not drawn)	-3%	1%	-2%	12%	0%	-1%	·	1%	-2%	3%
Cc1cc(OCC(=O)Nc2ccncc2)ccc1Cl	1%	-2%	11µM*	?	-9%	1%	-1%	-14%	-4%	?
Cc1ccc(C(=O)Oc2ccc(N3C(=O)CCC3=O)c(C)c2)cc1	-4%	7%	-4%	2.7µM*	17%	-4%	2%	11%	-14%	3%
CCOC(=O)[C@@H]1[C@H]2COc3ccccc3[C@@H]2N2C(=O)N(c3cccc(C)c3)C(=O)[C@@]12C	·	2%	·	·	-2%	·	-7%	-5%	·	·
COc1ccc(N2CCN(C(=O)CN3C(=O)NC4(CCCc5ccccc54)C3=O)CC2)cc1 (stereo not drawn)	·	-5%	·	-1%	-2%	0%	0%	-14%	-2%	·
O=C1CC(c2ccc(Cl)cc2)CC(O)=C1C=NCCN1CCNCC1 (stereo not drawn)	9%	-3%	3%	4%	-3%	1%	·	·	-2%	-1%
CCCCn1nc(C(=O)NC2=NCCS2)c2ccccc2c1=O	6%	-4%	?	1%	-5%	5%	-7%	-9%	-2%	0%
COc1cccc(CNC(=S)NC2CCCC2)c1	-10%	-6%	10µM*	2%	16%	-2%	-4%	-2%	6%	10µM*
COCC(=O)Nc1nc2n(n1)C(c1ccc(OC)cc1)CC(c1ccc(OC)cc1)N2 (stereo not drawn)	-1%	4%	1%	-1%	-5%	0%	·	1%	1%	17%
COc1ccc(NC(=O)CCNC(=O)Cn2cnc3ccccc3c2=O)cc1OC	-9%	8%	5%	2%	5%	-1%	4%	1%	18%	-12%
CCCn1c(N)c(C(=O)CSc2nnc(C3CC3)n2-c2ccccc2)c(=O)[nH]c1=O	·	2%	·	4%	-1%	-1%	9%	40%	0%	·
CCN(CC(=O)Nc1c(F)cccc1F)C(=O)CCN1C(=O)C2CCCCC2C1=O (stereo not drawn)	·	0%	·	-1%	6%	-3%	3%	-10%	-8%	·
CC1=Nc2ccccc2N=C(NC(=O)c2ccccc2)C1c1ccccc1 (stereo not drawn)	-4%	0%	?	-11%	5%	1%	-7%	-42%	-3%	-19%
COc1cc(NC(=O)c2ccco2)c(OC)cc1NC(=O)Nc1cccc(Cl)c1	-21%	-12%	-9%	0%	1%	-5%	18%	-21%	-5%	19%
Cc1ccc(S(=O)(=O)NCCOCCNS(=O)(=O)c2ccc(C)cc2)cc1	-7%	-1%	1%	4%	3%	-2%	2%	-30%	0%	-4%[10 µM]
COc1cc2c(N3CCOCC3)cc(O)c(CC(=O)Nc3ccccc3)c2cc1OC	?	1%	1%[0.365 µM]	4%	5%	-1%	3%	-26%	1%	0%
Cc1ccc(C(=O)CCC(=O)Nc2ccc(C)cn2)cc1	·	4%	·	1%	6%	1%	5%	3%	1%	·
S=C(NCc1cccc(Cl)c1)NCc1ccco1	-4%	-10%	?	-1%	-11%	-1%	-18%	9%	0%	-107%
CC(=O)Nc1ccc(NC(=O)c2nccnc2C(=O)O)cn1	?	1%	-2%	-1%	-3%	-3%	6%	3%	1%	15%
O=C(Cc1ccccc1)N/N=C/c1cccn1-c1ccc([N+](=O)[O-])cc1	?	0%	-16%	-3%	-15%	0%	-2%	-17%	-10%	1%

In a second layout: 9 of the compounds above.
Under each structure: MBNL1 CUG block	ELG1 genotoxic	Gal4-VP16 FLuc	FLuc modulator	p53 reactivator	NPC1 promoter act	uPA generation	BRCA1 expr up	Rab9 prom act	RORg inh
- COc1ccc(N2CCN(C(=O)CN3C(=O)NC4(CCCc5ccccc54)C3=O)CC2)cc1 (stereo not drawn)
    ·	-5%	·	-1%	-2%	0%	0%	-14%	-2%	·
- O=C1CC(c2ccc(Cl)cc2)CC(O)=C1C=NCCN1CCNCC1 (stereo not drawn)
    9%	-3%	3%	4%	-3%	1%	·	·	-2%	-1%
- CCCCn1nc(C(=O)NC2=NCCS2)c2ccccc2c1=O
    6%	-4%	?	1%	-5%	5%	-7%	-9%	-2%	0%
- COc1cccc(CNC(=S)NC2CCCC2)c1
    -10%	-6%	10µM*	2%	16%	-2%	-4%	-2%	6%	10µM*
- COCC(=O)Nc1nc2n(n1)C(c1ccc(OC)cc1)CC(c1ccc(OC)cc1)N2 (stereo not drawn)
    -1%	4%	1%	-1%	-5%	0%	·	1%	1%	17%
- COc1ccc(NC(=O)CCNC(=O)Cn2cnc3ccccc3c2=O)cc1OC
    -9%	8%	5%	2%	5%	-1%	4%	1%	18%	-12%
- CCCn1c(N)c(C(=O)CSc2nnc(C3CC3)n2-c2ccccc2)c(=O)[nH]c1=O
    ·	2%	·	4%	-1%	-1%	9%	40%	0%	·
- CCN(CC(=O)Nc1c(F)cccc1F)C(=O)CCN1C(=O)C2CCCCC2C1=O (stereo not drawn)
    ·	0%	·	-1%	6%	-3%	3%	-10%	-8%	·
- CC1=Nc2ccccc2N=C(NC(=O)c2ccccc2)C1c1ccccc1 (stereo not drawn)
    -4%	0%	?	-11%	5%	1%	-7%	-42%	-3%	-19%

Additional structures follow.
SMILES	MBNL1 CUG block	ELG1 genotoxic	Gal4-VP16 FLuc	FLuc modulator	p53 reactivator	NPC1 promoter act	uPA generation	BRCA1 expr up	Rab9 prom act	RORg inh
COc1ccc(OC)c(NC(=O)c2cc(OC(C)=O)cc(C(=O)Nc3cc(OC)ccc3OC)c2)c1	5%	-16%	-9%	3%	·	-10%	12%	-61%	-12%	34%
COc1ccc(Cn2nnnc2C(CC(C)C)N2CCC(C(N)=O)CC2)cc1 (stereo not drawn)	-4%	?	-15%	?	11%	26%	-2%	0%	?	15%
Cc1ccc(CN(C)C(=O)c2cc(S(=O)(=O)N3CCOCC3)ccc2F)o1	·	1%	·	·	-3%	·	2%	2%	·	·
N#Cc1c(NC(=S)NC(=O)C2CCCC2)sc2c1CCCCC2	-6%	1%	-20%	?	?	19%	-3%	-25%	?	-37%
O=C1Nc2ccc(F)cc2C12SCCS2	5%	-4%	-6%	0%	1%	-3%	·	-22%	-5%	-20%
O=C(CCc1nnc(CCCCc2ccccc2)o1)NCc1cc(F)ccc1F	-27%	0%	-1%	6%	-3%	-2%	4%	-37%	-5%	11%
COC(=O)c1cn(C(=O)c2ccc(C)cc2C)c2ccccc12	-7%	-2%	-3%	-2%	1%	-26%	-13%	-33%	-15%	-24%
Cc1ccc(-c2nnc(Nc3ccc(C(=O)N(C)C)cc3)c3ccccc23)cc1S(=O)(=O)NCC1CCCO1 (stereo not drawn)	?	-5%	1%	11µM*	16%	2%	-4%	-15%	15%	37%
O=C(CCCc1c[nH]c2ccccc12)Nc1ccc(S(=O)(=O)Nc2ncccn2)cc1	·	-1%	4%	2%	-2%	0%	0%	-5%	-1%	2%
Cc1cc(OCC(=O)N2CCCCCC2)ccc1[N+](=O)[O-]	·	?	?	17µM*	?	?	16%	?	?	15%
Cc1c(NS(=O)(=O)c2cc(C(=O)NCc3cccnc3)cc(Cl)c2Cl)c(=O)n(-c2ccccc2)n1C	·	-6%	·	7%	1%	12%	9%	-21%	3%	·
CCc1cc2c(NCC3CCCO3)ncnc2s1 (stereo not drawn)	0%	-25%	-10%	-1%	-3%	0%	-2%	-42%	1%	15%
Cc1csc(SCC(=O)NC2CCCC2)n1	·	4%	·	3%	-1%	-2%	7%	1%	1%	·
O=C1CCc2cc(S(=O)(=O)Nc3ccccc3)cc3c2N1CCC3	·	1%	·	4%	-7%	0%	2%	-47%	-3%	·

High-throughput results as filed in PubChem.
